High-throughput results as filed in PubChem.
VIM-2 inhibitor: blocks Pseudomonas aeruginosa VIM-2 metallo-beta-lactamase | purified VIM-2, nitrocefin hydrolysis, epi-absorbance fluorescence | 0.89% of 290,000 active | inhibition, % at 5.6 µM;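 active = inhibition above the mean of all tested compounds plus 3 SD, cutoff set per screening run, cut at about 7.5% in these data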;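 note: red hydrolysis product quenches plate fluorescence so inhibitors raise well fluorescence; 0% = enzyme with DMSO and 100% = DMSO without enzyme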
V1aR counter: V1a receptor agonism, counter-screen for OXTR agonists; CHO-V1R cells, Fluo-8 calcium fluorescence, agonist mode; 0% DMSO, 100% 3 nM vasopressin; activation, % at 3 µM; 0.25% of 320,000 active;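 active = activation above the mean activation of all tested compounds plus 3 SD, per screening run, cut at about 20% in these data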;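 note: signal is peak over basal fluorescence ratio across a 100 second FLIPR read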
Target sequence (P37288 whole entry, looked up): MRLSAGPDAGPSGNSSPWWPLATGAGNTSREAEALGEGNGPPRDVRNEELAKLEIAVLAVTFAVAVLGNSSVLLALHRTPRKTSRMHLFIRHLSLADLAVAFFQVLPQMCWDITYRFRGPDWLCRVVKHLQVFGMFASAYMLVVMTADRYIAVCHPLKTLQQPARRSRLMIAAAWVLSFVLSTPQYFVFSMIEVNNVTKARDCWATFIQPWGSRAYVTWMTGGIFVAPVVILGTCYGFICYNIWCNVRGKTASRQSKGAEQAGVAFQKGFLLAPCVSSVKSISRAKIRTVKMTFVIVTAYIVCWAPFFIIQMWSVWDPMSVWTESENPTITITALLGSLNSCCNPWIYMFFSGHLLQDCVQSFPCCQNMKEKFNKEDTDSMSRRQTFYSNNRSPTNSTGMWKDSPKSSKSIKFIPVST
GPR7 antagonist: blocks human GPR7 receptor signaling; P48145; GPR7-expressing cells, fluorescence antagonist assay; inhibition, % at 4.4 µM; 1.1% of 290,000 active; AID 1861; in the data active = inhibition above about 16%, passing the limit was not always enough;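 note: cells stimulated with the agonist NPW; 0% = agonist with vehicle and 100% = vehicle without agonist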
HCV NS3 hel inh: HCV NS3 helicase inhibition; 0.56% of 290,000 active; AID 1800; inhibition, % at 10.9 µM; NS3 helicase DNA unwinding, Cy5 molecular beacon fluorescence;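 active = inhibition above the mean of all tested compounds plus 3 SD, set per campaign, cut at about 35% in these data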;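 note: 0% = DMSO wells and 100% = thioflavine S control wells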
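Control set: DMSO versus 110 µM thioflavine S; Material: NS3 helicase fragment of HCV; Measured by: Cy5 fluorescence at 0 and 60 min, beacon hairpin quenching; Read-out basis: percent inhibition from t60/t0 fluorescence ratio; Times: reaction time 60 min, 25 °C; Repeats: single replicate; Compound dosing: single dose, 10.9 µM nominal final, DMSO 0.8% final.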
DNA FID counter: fluorescent intercalator displacement, NS3 helicase counter-screen. DNA fluorescent intercalator displacement, fluorescence. inhibition, % at 7.9 µM. 0.17% of 290,000 active. AID 1845; in the data active = inhibition above about 37%;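 note: 0% = vehicle and 100% = reference compound; higher means more ethidium bromide displaced from hairpin DNA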
GalR3 antag: human GalR3 antagonism. O60755. HEK293 GalR3-CNG cAMP membrane potential fluorescence; galR3 body fused to GalR1 C-terminus. inhibition, % at 3 µM. 0.44% of 360,000 active. AID 651719;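 active = inhibition above the screen-wide average plus 3 SD, cut at about 13% in these data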;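 note: forskolin and galanin both at EC90 stimulate the cells; cAMP rise reported by CNG channel membrane potential dye signal; 0% = forskolin plus galanin with DMSO and 100% = forskolin alone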
Target sequence (O60755 1-299 limits assumed): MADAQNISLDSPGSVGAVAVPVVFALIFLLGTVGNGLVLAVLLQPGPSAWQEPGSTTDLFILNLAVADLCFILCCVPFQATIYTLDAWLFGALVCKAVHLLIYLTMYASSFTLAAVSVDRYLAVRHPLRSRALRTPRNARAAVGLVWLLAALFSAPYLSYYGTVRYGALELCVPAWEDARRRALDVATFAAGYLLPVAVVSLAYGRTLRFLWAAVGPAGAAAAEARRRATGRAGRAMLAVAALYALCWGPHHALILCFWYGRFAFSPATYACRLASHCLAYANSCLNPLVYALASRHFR
IMP-1 inhibitor: blocks Pseudomonas aeruginosa IMP-1 metallo-beta-lactamase | purified IMP-1, nitrocefin hydrolysis, epi-absorbance fluorescence | inhibition, % at 5.6 µM | 0.45% of 290,000 active | AID 1556;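 active = inhibition above the mean plus 3 SD of all compounds in the same screening run, cut at about 4.5% in these data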;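 note: 0% = IMP-1 with DMSO and 100% = DMSO wells lacking enzyme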
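System: purified recombinant IMP-1 beta-lactamase. Medium: Zinc- and detergent-supplemented HEPES buffer, pH 7.1. Compound: one 5.6 µM dose […]. Schedule: 15 min preincubation plus 25 min reaction at 25 °C. Technique: Epi-absorbance fluorescence, 480 nm excitation, 530 nm emission.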
PHOSPHO1 block: PHOSPHO1 (human) inhibition; Q8TCT1; recombinant PHOSPHO1, absorbance phosphatase assay; inhibition, % at 13.3 µM; 1.1% of 290,000 active; AID 1565; in the data active = inhibition above about 60%
Target sequence (Q8TCT1 whole entry, looked up): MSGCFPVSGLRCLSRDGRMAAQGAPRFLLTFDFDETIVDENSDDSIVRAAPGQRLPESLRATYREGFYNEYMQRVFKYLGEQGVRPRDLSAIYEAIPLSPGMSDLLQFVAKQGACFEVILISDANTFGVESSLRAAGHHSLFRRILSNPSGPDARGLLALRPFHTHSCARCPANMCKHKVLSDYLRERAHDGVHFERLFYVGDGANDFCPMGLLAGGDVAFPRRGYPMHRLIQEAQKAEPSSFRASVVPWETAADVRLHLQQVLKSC
OXTR agonist: agonists of human oxytocin receptor; 0.32% of 320,000 active; CHO-OTR cells, Fluo-8 calcium fluorescence; normalized: DMSO 0%, oxytocin 100%; activation, % at 3 µM; P30559;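 active = activation above the mean of all tested compounds plus 3 SD, cutoff set per screening run, cut at about 20% in these data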;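 note: peak over basal fluorescence ratio from a 100 s FLIPR kinetic read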
Active calls of the source: *; · = no result given.

structure	DNA FID counter	HCV NS3 hel inh	OXTR agonist	IMP-1 inhibitor	VIM-2 inhibitor	GPR7 antagonist	GalR3 antag	PHOSPHO1 block	V1aR counter
Cc1ccc(-c2nnc(OCC3CCCO3)c3ccccc23)cc1 (stereo not given)	-36	2	-2.4	-2.2	0.7	0	-5	18	-2.0
O=S(=O)(Cc1ccccc1)N1CCN(c2ccccc2)CC1	-4	3	-1.1	-2.5	-1.9	-5	3	37	-0.7
COc1ccccc1OCCCC(=O)NCc1ccco1	-5	-1	0.0	-3.5	-1.6	1	1	26	0.7
Cc1c(-c2nc(-c3ccc(C(C)(C)C)cc3)no2)n(C)oc1=O	-5	-4	-0.5	-0.7	-0.3	-5	1	3	1.4
O=C(CS(=O)(=O)c1ccccc1)Nc1ncc([N+](=O)[O-])s1	1	3	0.7	-2.4	-3.3	-13	-9	28	2.8
O=C(O)C1CCCCC1C(=O)Nc1nc(-c2cccs2)cs1 (stereo not given)	-22	7	-0.8	-3.3	1.3	-15	4	7	0.9
COc1cccc(C(=O)Cn2c(NCCCO)nc3ccccc32)c1	9	-7	1.2	-5.2	-2.9	5	-1	8	-0.4
CC(C)Cc1nc(SCc2cccnc2)c2c(=O)n(C)c(=O)n(C)c2n1	0	-3	-1.9	-3.5	-1.4	-3	-3	32	-0.6
CCN(CC)S(=O)(=O)c1ccc(N2CCOCC2)c(NC(=O)CC(C)(C)C)c1	-33	2	-1.4	-5.6	-2.6	-1	-3	16	0.1
Cc1ccc(CC2S/C(=N/c3ccccn3)NC2=O)cc1 (stereo not given)	-4	1	0.9	-5.6	-5.0	-1	-6	-4	1.1

Complete entries, quoted from the list. Screens in order: DNA FID counter, HCV NS3 hel inh, OXTR agonist, IMP-1 inhibitor, VIM-2 inhibitor, GPR7 antagonist, GalR3 antag, PHOSPHO1 block, V1aR counter
O=C(CS(=O)(=O)c1ccccc1)Nc1ncc([N+](=O)[O-])s1 in the list: 1, 3, 0.7, -2.4, -3.3, -13, -9, 28, 2.8
O=S(=O)(Cc1ccccc1)N1CCN(c2ccccc2)CC1 in the list: -4, 3, -1.1, -2.5, -1.9, -5, 3, 37, -0.7

Later entries:
structure	DNA FID counter	HCV NS3 hel inh	OXTR agonist	IMP-1 inhibitor	VIM-2 inhibitor	GPR7 antagonist	GalR3 antag	PHOSPHO1 block	V1aR counter
CNC(=S)N(CCCO)Cc1cc2cc3c(cc2[nH]c1=O)OCO3	-8	8	0.6	-1.7	-0.8	-4	-9	11	1.9
N#Cc1cc(C(=O)c2cc(Br)ccc2O)cn(C2CCCCC2)c1=O	-4	10	8.4	1.5	-1.2	-7	-2	2	6.8
O=C(Cn1cnc2ccccc2c1=O)NCc1ccco1	2	-9	-1.0	-0.7	1.1	-2	-8	-22	0.3
COc1ccccc1-c1cc(C(=O)N/N=C/c2cccs2)c2ccccc2n1	-13	-2	-1.8	0.4	-2.8	-5	1	-18	0.2
CCn1cc(SCC(=O)N2CCc3ccccc32)c2ccccc21	-23	-6	-1.9	-3.7	0.0	-11	·	-6	0.9
CCCCn1c2nc3ccccc3nc2c2c(=O)n(C(C)CC)cnc21 (stereo not given)	-4	3	0.2	-3.0	-4.0	-11	-8	0	-0.5
C/C(=N\Nc1ccccc1[N+](=O)[O-])c1ccc(N2CCOCC2)cc1	10	0	-0.3	-1.7	1.7	5	-2	40	0.1
CN(C)S(=O)(=O)c1cccc(NC(=O)CSc2cccc3cccnc23)c1	-16	7	5.5	-2.7	-3.4	-4	-9	12	7.2
CCOC(=O)CSc1ccc(S(=O)(=O)N(C)C2CCCCC2)cc1[N+](=O)[O-]	-11	5	-1.6	-2.5	-3.5	0	-3	16	-0.8
CCOCC(=O)Nc1ccccc1C(=O)N1CCOCC1	-6	-9	-0.2	-3.8	-3.2	-11	0	24	0.5
CCOc1cc(CNCc2ccccn2)cc(Cl)c1OCC	10	2	1.4	-3.8	2.2	1	-3	53	1.1
CCCCC(=O)Nc1ccc2c3c(cccc13)CC2	-7	7	-2.8	1.1	2.1	0	-6	7	-1.2
O=C(O)c1ccccc1/C=N/NC(=S)NC1CCCCC1	-11	5	0.4	-3.2	0.7	-8	-3	10	1.0
CCOC(=O)N1CCN(S(=O)(=O)N2CCCC(C(=O)NCCCN3CC(C)CC(C)C3)C2)CC1 (stereo not given)	18	5	0.4	-0.7	-1.0	-5	-8	20	0.5
COc1ccc(OC)c(Nc2c3ccccc3nc3ccccc23)c1	31	-62	0.0	-3.9	11*	-1	-11	38	3.4
COc1ccc(Nc2ccc(S(=O)(=O)N3CCCCCC3)cc2[N+](=O)[O-])cc1	2	1	-2.1	-1.0	-2.8	-9	-1	10	-1.4
CCOC(=O)c1c(C)[nH]c(C(=O)CSc2nc(C)cc(C)n2)c1C	-21	-10	2.4	-2.2	-4.0	-10	-5	-7	5.5
CC(C)C(C)(C#N)NC(=O)CN1C(=O)NC2(CCCc3ccccc32)C1=O (stereo not given)	-11	2	1.0	-0.3	-2.0	-13	-2	28	0.4
COc1cc(C(=O)NNc2nc3cc4c(cc3s2)OCO4)cc(OC)c1OC	-11	-13	0.4	-2.7	-2.8	-10	·	-1	0.4
COc1ccc(CC2(CO)CCN(S(=O)(=O)c3cccc4cccnc34)CC2)cc1	-36	1	1.9	-5.0	-0.9	-6	-7	14	2.9
Cc1cc(NC(=O)COC(=O)C2COc3ccccc3O2)no1 (stereo not given)	-3	-1	-0.5	-2.6	0.8	-7	-2	11	-0.6
Cc1c(NC(=O)c2ccc(Br)s2)c(=O)n(-c2ccccc2)n1C	-4	0	0.5	-0.7	4.1	1	-4	-8	0.3
COc1cccc(NC(=O)CN(C)C(=O)/C=C/c2cc(OC)ccc2OC)c1	-17	4	-1.9	-2.3	-0.3	-3	-2	0	-0.6
CCOc1ccc(-c2cc(CCCC(=O)Nc3cc(OC)ccc3OC)no2)cc1	-10	2	-0.5	-0.9	0.7	5	-8	-28	-0.7
CC1CCN(C(=O)c2cc(N3C(=O)C4C5CCC(C5)C4C3=O)ccc2Cl)CC1 (stereo not given)	-39	-4	-1.4	-1.0	0.4	-13	·	16	0.7
COc1ccc(N2C(=O)CC(Sc3nc(C)cc(C)c3C#N)C2=O)cc1 (stereo not given)	-4	-6	2.7	-2.3	0.8	-7	-1	-23	0.7
CCCS(=O)(=O)c1nc(S(=O)(=O)c2ccc(C)cc2)c(NCCCn2ccnc2)s1	20	-4	0.4	-0.4	-3.5	-3	-3	41	2.1
COc1ccc(Cc2nnc(NC(=O)c3cccs3)s2)cc1	2	5	1.2	-2.9	-0.4	-10	-3	-2	2.2
CC(C)NC(=O)COC(=O)c1ccc(Cl)c(S(N)(=O)=O)c1	4	5	1.3	-3.3	-3.6	7	1	-2	0.7
CCn1cc(Cl)c(C(=O)Nc2ccc(OC)c(OC)c2)n1	-4	-13	-0.4	-3.0	-1.8	-18	-1	4	-0.2
COC(=O)Cc1c[nH]c2cccc(OCC(O)CN(Cc3ccc([N+](=O)[O-])cc3)C(C)(C)C)c12 (stereo not given)	-18	7	-1.2	-0.3	1.6	-3	-5	46	-1.2
COc1ccc(N(C(=O)c2ccco2)C(C(=O)NC2CCCC2)c2cccs2)cc1 (stereo not given)	-22	0	-2.2	-2.6	-2.6	-6	-3	49	-1.9
CC1(C)CC(=O)C2=C(C1)Nc1cc(Cl)ccc1S2	-2	2	-1.0	-3.7	-2.0	-8	-7	16	-1.2
O=C(N/N=C/c1ccc(C(=O)O)cc1)C1=NNC(c2ccccc2)(c2ccccc2)C1	-10	14	0.2	0.1	3.8	-4	-1	-50	0.1
N#CC(=C=[N-])/C=C(\C(=O)c1ccccc1)[n+]1ccccc1	2	-2	-0.5	-2.7	-4.3	-3	-7	19	0.1
CCOC(=O)N1CCC(C(N)=O)CC1	3	6	0.8	-5.7	-2.3	-6	-4	-14	0.2
Cc1cc2c(cc1S(=O)(=O)Nc1ccc(F)cc1)n(C)c(=O)c(=O)n2C	-9	-1	0.6	-2.2	-2.5	-10	·	28	-0.1
C/C(N)=C(/C#N)C(=O)COC(=O)COc1ccc(Cl)cc1C	-3	0	2.8	-6.6	-2.8	-11	-7	-9	4.5
Oc1c(C(c2ccccn2)N2CCCCC2)cc(Cl)c2cccnc12 (stereo not given)	-14	11	2.2	-4.1	0.5	-11	3	-10	0.0
COC(=O)c1ccc(COc2ccccc2/C=C(\C#N)C(=O)Nc2ccccc2C)cc1	-6	4	0.6	-0.6	-1.1	7	-6	-2	1.1
Cc1cc(C(=O)CN2CCCC2)c(C)n1-c1ccc(Cl)cc1	9	-2	1.1	-2.4	-1.8	-23	-3	-10	-0.5
CCOc1ccc(NS(=O)(=O)c2cc(C(=O)N3CCN(C(C)=O)CC3)ccc2Cl)cc1	-21	10	0.1	-1.5	-2.2	-9	-2	17	0.9
Cc1ccc(-c2cnc3cc(C)nn3c2)cc1	4	5	-2.6	1.1	0.6	-7	-2	0	-1.3
Cc1sc(NC(=O)CN2CCCC2)nc1-c1ccc2c(c1)CCN2C(=O)c1cccc(F)c1	-6	-72	2.1	-0.6	-1.3	3	-7	28	4.4
CN1/C(=C\C(=O)CSc2nnc(NCc3ccccc3)s2)C(C)(C)c2ccccc21	-11	-15	0.8	-2.4	-4.3	2	-3	0	5.5
Cc1cc(C)c(OCCCCN(C)Cc2ccccc2)c(C)c1	26	-48	2.4	-1.6	-2.8	-11	-5	8	1.0
O=C(NC(NC1CCS(=O)(=O)C1)C(Cl)(Cl)Cl)c1cccc(Cl)c1 (stereo not given)	-14	0	5.2	-0.5	-0.2	9	-4	12	0.7
COc1cc(NC(=O)C(c2ccccc2)c2ccccc2)c(C(=O)O)cc1OC	-27	16	0.0	0.1	0.3	-9	-10	39	-1.1
Cc1nn(-c2ccc(Cl)cc2)c(=O)c2ccccc12	-3	4	-1.8	-3.0	-3.0	1	-5	29	-1.8
CCN(CC)CCCN=Cc1c(-c2ccccc2)[nH]n(-c2nc3ccccc3s2)c1=O	0	18	2.6	-0.9	2.0	3	-6	16	0.5

Additional records.
structure	DNA FID counter	HCV NS3 hel inh	OXTR agonist	IMP-1 inhibitor	VIM-2 inhibitor	GPR7 antagonist	GalR3 antag	PHOSPHO1 block	V1aR counter
O=C(CCn1c(=S)[nH]c2cc3c(cc2c1=O)OCO3)N1CCc2ccccc2C1	-4	2	-1.6	-1.9	-2.1	6	-2	66*	-1.5
CCN(CC(=O)Nc1ccc(NC(C)=O)cc1)c1ccc(C(F)(F)F)cn1	-8	-7	5.0	-1.7	-2.2	-8	-3	4	3.0
O=C(CCC1CCCN(Cc2ccc3c(c2)OCCO3)C1)NCc1ccc(F)c(F)c1 (stereo not given)	7	-9	-1.1	-2.4	-2.6	-8	-5	28	-0.1
COc1cccc(-c2cc3nc4c(c(N5CCC6(CC5)OCCO6)n3n2)CCC4)c1	-22	-13	-2.1	-5.6	-2.8	-8	-1	-20	-1.7
Cn1c(=O)[nH]c2nnc(-c3ccc(Cl)c(Cl)c3)nc2c1=O	3	4	0.6	-2.8	-0.7	6	-2	-5	0.5
Cc1cc(/C=C(\C#N)C(=O)NCC2CCCO2)c(C)n1-c1ccc(Cl)cc1 (stereo not given)	-16	-5	-1.0	-2.8	-0.3	-10	-3	11	-1.4
